hcDAF12 agonist = activates DAF-12 receptor from parasite H. contortus. actives 1.4% (n = 370,000). HEK293 hcDAF-12 lit1-tk-luc reporter, luminescence; 0% DMSO, 100% Δ7-dafachronic acid. activation, % at 6.8 µM. AID 652067;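 active = activation above the mean of all tested compounds plus 3 SD, cut at about 5.5% in these data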;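 also: 100% = response to 3 µM Δ7-dafachronic acid high control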
MBD2 DNA inh = MBD2-methylated oligo binding inhibition; Q9UBB5; TR-FRET, MBD2 binding to methylated oligonucleotide; inhibition, % at 4.4 µM; actives 0.31% (n = 370,000); in the data active = inhibition above about 13%
ssDAF12 agonist = S. stercoralis DAF-12 activation, primary screen. HEK293 ssDAF-12/GRIP1 lit1-tk-luc reporter, luminescence; % of 3 µM dafachronic acid response. activation, % at 6.8 µM. actives 1% (n = 370,000);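 active = activation above the mean over all tested compounds plus 3 SD, cut at about 0.9% in these data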;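 also: 0% = DMSO-only wells and 100% = 3 µM delta7-dafachronic acid wells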
SMARCA2 activ = activators of SMARCA2 function | MG213 cells, MMTV-luciferase reporter, dexamethasone, overnight | activation, % at 9.1 µM | actives 1% (n = 370,000) | AID 652017; in the data active = activation above about 7.8%;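 also: 0% = vehicle wells and 100% = reference activator wells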
DAX1 inh-1 = inhibits human nuclear receptor DAX1 | P51843 | HEK293 Gal4-DAX1 luciferase reporter, luminescence | inhibition, % at 6.75 µM | actives 0.99% (n = 340,000) | AID 504766;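 active = inhibition above the mean over all tested compounds plus 3 SD, cut at about 4.2% in these data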;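 also: 0% = DAX1-transfected cells with DMSO and 100% = empty-vector control cells with DMSO; inhibition shows as a rise in luminescence from relieved DAX1 repression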
hgDAF-12 ag = hgDAF-12 agonism, primary luciferase screen. HEK293 GAL4-hgDAF12 UAS-luciferase reporter, agonist luminescence; normalized to butyrate control. activation, % at 6.8 µM. actives 1.8% (n = 370,000). AID 687014;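 active = activation above a cutoff set at the mean of all screened compounds plus 3 SD, cut at about 10% in these data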;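 also: 0% = DMSO wells and 100% = sodium butyrate wells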
DAX1 inh-2 = blocks DAX1 repression of SF-1 activated StAR promoter; HEK293T StAR-luciferase reporter, SF-1/DAX-1 repression relief; inhibition, % at 6.8 µM; AID 652010; actives 1.1% (n = 370,000);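 active = inhibition above the mean over all tested compounds plus 3 SD, cut at about 3.6% in these data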;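 also: 0% = DAX-1 cells with DMSO and 100% = cells lacking DAX-1 with DMSO; higher inhibition means more luminescence from relief of DAX-1 repression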
ADAM17 inh = ADAM17 inhibition, QFRET primary screen; P78536; recombinant ADAM17, EDANS/DABCYL FRET peptide cleavage; inhibition, % at 6.95 µM; actives 0.83% (n = 370,000);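 active = inhibition above the mean of compounds lying between control limits plus 3 SD, set per campaign, cut at about 8.5% in these data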;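 also: 0% = DMSO-only wells as the low control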
PLCb3 inh = PLC-beta3 (human) inhibition, primary screen | Q01970 | Purified PLC-beta3, fluorogenic substrate, fluorescence | inhibition, % at 12.2 µM | actives 0.18% (n = 370,000); in the data active = inhibition above about 11%;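 also: 0% = median of compound wells on plate and 100% = full blocker control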
Rev-erbA mod = modulates human Rev-erb alpha binding to DNA | actives 0.79% (n = 370,000) | Rev-erbα–FITC-DNA binding, fluorescence polarization, 90 min | AID 1259318 | activity, % at 10 µM;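 active = activity above about 14%, limit read from the data; passing the limit was not always enough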;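 also: 0% = DMSO wells with 35 nM protein and 100% = DMSO wells with 750 nM protein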
PLC-gamma1 inh = inhibitors of human phospholipase C gamma1; AID 720700; purified PLC-gamma1, fluorogenic substrate, fluorescence; inhibition, % at 12.2 µM; actives 0.84% (n = 370,000); in the data active = inhibition above about 9.5%
Target sequence (P19174 whole entry, looked up): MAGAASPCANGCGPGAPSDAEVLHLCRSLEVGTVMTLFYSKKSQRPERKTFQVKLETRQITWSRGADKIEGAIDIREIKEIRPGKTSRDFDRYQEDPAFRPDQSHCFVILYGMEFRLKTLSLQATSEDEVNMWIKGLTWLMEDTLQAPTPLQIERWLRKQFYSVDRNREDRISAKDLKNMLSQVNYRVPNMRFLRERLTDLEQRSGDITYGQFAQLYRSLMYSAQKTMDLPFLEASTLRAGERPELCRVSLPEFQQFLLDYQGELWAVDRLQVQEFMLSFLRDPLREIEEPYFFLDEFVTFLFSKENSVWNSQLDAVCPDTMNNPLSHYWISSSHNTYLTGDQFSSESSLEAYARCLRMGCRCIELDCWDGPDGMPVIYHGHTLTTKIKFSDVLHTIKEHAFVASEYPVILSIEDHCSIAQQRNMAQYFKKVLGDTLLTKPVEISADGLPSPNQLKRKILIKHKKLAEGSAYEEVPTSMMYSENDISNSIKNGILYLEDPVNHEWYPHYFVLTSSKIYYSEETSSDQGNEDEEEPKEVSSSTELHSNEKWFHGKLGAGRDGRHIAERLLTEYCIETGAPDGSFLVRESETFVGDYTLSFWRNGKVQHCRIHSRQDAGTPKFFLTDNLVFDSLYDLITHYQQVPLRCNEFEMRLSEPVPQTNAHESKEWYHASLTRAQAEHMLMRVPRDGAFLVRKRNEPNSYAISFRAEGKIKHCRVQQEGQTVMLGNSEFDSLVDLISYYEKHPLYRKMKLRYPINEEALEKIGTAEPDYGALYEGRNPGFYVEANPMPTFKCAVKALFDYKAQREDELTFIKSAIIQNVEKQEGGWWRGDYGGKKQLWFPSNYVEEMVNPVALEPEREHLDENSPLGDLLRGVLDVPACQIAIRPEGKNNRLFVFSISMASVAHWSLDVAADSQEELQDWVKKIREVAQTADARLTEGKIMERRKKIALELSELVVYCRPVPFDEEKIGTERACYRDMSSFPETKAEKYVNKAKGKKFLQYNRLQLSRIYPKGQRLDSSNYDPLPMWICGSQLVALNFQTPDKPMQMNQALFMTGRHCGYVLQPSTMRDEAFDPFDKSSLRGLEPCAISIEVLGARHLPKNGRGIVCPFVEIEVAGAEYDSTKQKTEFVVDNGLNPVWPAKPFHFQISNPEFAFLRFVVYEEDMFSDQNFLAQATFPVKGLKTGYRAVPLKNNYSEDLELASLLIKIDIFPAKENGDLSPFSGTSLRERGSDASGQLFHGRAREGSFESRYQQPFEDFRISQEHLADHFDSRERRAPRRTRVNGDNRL
Numbers without * were called inactive; i = inactive; x = no result given. The order is random; any-hit rate near 7.4%.

| SMILES | hcDAF12 agonist | MBD2 DNA inh | ssDAF12 agonist | SMARCA2 activ | DAX1 inh-1 | hgDAF-12 ag | DAX1 inh-2 | ADAM17 inh | PLCb3 inh | Rev-erbA mod | PLC-gamma1 inh |
| --- | --- | --- | --- | --- | --- | --- | --- | --- | --- | --- | --- |
| CCN(Cc1cnn(C)c1)C(=O)c1cc(COc2ccc3c(c2)CCCC3)on1 | -2.1 | -1 | -1.1 | 6 | -1.1 | 2.4 | 0.3 | 5 | -10 | -4 | 2 |
| CC1(c2ccccc2)NC(=O)N(CC(=O)Nc2ccc([N+](=O)[O-])cc2)C1=O (stereo not drawn) | -1.9 | -1 | -0.9 | -2 | 0.0 | -0.8 | -1.1 | 0 | -4 | -5 | 1 |
| Nc1c(Cl)ncnc1N/N=C/c1cccnc1 | 1.1 | -5 | -1.1 | -4 | 5.0* | -1.0 | 0.5 | -1 | -14 | -1 | -5 |
| CCCCn1c(CCC(=O)O)ccc1-c1cccs1 | 3.1 | -3 | -1.3 | 1 | -1.9 | -2.2 | 1.0 | -54 | -81 | 2 | -63 |
| CN(CC(=O)O)Cc1nc2ccccc2[nH]1 | 1.9 | -7 | -0.7 | -1 | 0.7 | -0.6 | -0.1 | -1 | -1 | -3 | 0 |
| O=C(C1CC1)N1CCc2cc(Br)cc(S(=O)(=O)NC3CCCCC3)c21 | -2.5 | -10 | -0.8 | -1 | 1.3 | 0.2 | -0.2 | 2 | 0 | -2 | 0 |
| CN1CCC2(CC1)N=C(c1ccc(F)cc1)C(=S)N2C(=O)c1ccccc1 | 0.2 | -1 | -0.7 | 0 | -0.1 | 3.5 | 0.2 | 1 | 5 | -1 | 5 |
| CCCCN1C(=O)C2C(C(=O)Nc3cccc(OC)c3)C3C=CC2(O3)C1C(=O)NC1CCCCC1C (stereo not drawn) | -1.0 | 2 | -1.0 | -4 | -0.5 | -1.3 | -0.8 | -5 | -2 | -6 | 0 |
| Cc1cccc(C)c1-n1nnnc1-c1nc2ccccc2[nH]c1=O | -0.7 | 3 | -0.9 | 1 | x | -1.8 | -0.5 | -79 | -265 | 3 | -184 |
| CCOC(=O)CCCCCN1C(=O)c2cccc3cccc(c23)C1=O | 0.2 | -2 | -1.4 | 0 | -1.2 | 1.8 | 0.3 | -15 | -5 | 2 | 1 |
| Cc1ccc(CN2CC(C(=O)N3CCN(c4ccccc4O)CC3)CC2=O)cc1 (stereo not drawn) | -0.4 | -1 | -1.2 | 2 | -0.4 | 0.1 | 2.4 | -1 | -6 | -8 | 4 |
| C=CCn1c(SCC(=O)Nc2c(C)n(C)n(-c3ccccc3)c2=O)nc2sc(C)c(C)c2c1=O | -2.2 | -2 | -1.7 | 2 | -0.7 | -0.6 | -0.5 | -2 | 3 | -5 | 0 |
| CCOCCCNCc1ccc(OC)c(OC)c1 | -1.0 | 2 | -0.7 | 0 | 0.1 | 1.2 | 0.4 | -4 | 3 | 0 | 0 |
| Cc1ccc(/C=C/C(=O)O)cc1S(=O)(=O)N1CCCCC1 | 0.5 | 3 | -1.0 | -2 | -0.6 | -0.1 | 0.6 | -8 | -7 | -1 | 0 |
| O=C(c1ccc(=O)[nH]c1)N1CCN(S(=O)(=O)c2ccc(Cl)cc2)CC1 | -0.3 | -5 | -0.8 | 0 | 0.5 | -1.5 | 0.0 | 2 | -5 | -1 | 2 |
| COC(=O)Oc1ccc(/C=N/NC(=O)CN(c2ccccc2Br)S(C)(=O)=O)cc1OC | -1.1 | 0 | -1.4 | 1 | 1.7 | -0.6 | -0.6 | -2 | -16 | -4 | 1 |
| CC(OC(=O)C1CC1)C(=O)Nc1cccc(S(=O)(=O)N2CCOCC2)c1 (stereo not drawn) | 0.9 | 5 | 0.0 | -4 | -0.3 | -2.2 | -2.4 | -5 | -5 | 3 | -1 |
| Cc1cc(CN2CCCC(C(=O)Nc3cccc(-n4cccn4)c3)C2)cc(C)c1O (stereo not drawn) | -0.5 | -1 | -1.1 | -3 | -1.0 | -2.5 | -1.0 | -1 | -4 | 1 | 2 |
| C=CCN1CC(c2nc3ccccc3n2Cc2cccc3ccccc23)CC1=O (stereo not drawn) | -0.9 | -7 | -1.7 | 1 | -0.5 | -2.9 | -0.1 | 1 | 2 | 0 | 6 |
| O=C(CCNS(=O)(=O)c1ccc(Br)s1)N1CCN(c2ccccc2)CC1 | -1.1 | -1 | -1.2 | 0 | -0.6 | -1.4 | -0.4 | -1 | 6 | 14 | 3 |
| CCN(CC)CCNC(=O)CCCCCn1c(=O)[nH]c2cc(C(=O)OC)ccc2c1=O | -1.3 | 1 | -0.7 | 4 | -2.8 | 0.8 | -0.5 | -36 | -248 | 4 | -168 |
| O=[N+]([O-])c1ccc(-c2cc(-c3ccc(Cl)cc3)n[nH]2)cc1 | -1.4 | 4 | -1.1 | 4 | 0.5 | 2.7 | 0.8 | -3 | 0 | -24 | 0 |
| O=c1c(-c2cc3ccccc3[nH]2)nc2ccccc2n1C(CCc1ccccc1)c1nc2ccccc2[nH]1 (stereo not drawn) | 0.9 | -3 | 0.2 | 1 | x | 3.9 | 3.4 | -88 | i | 5 | i |
| COCCCN=C1NN=C(c2cc(C)n(-c3ccccc3F)c2C)CS1 | 2.4 | 2 | -0.5 | 0 | -0.2 | 4.5 | 1.4 | -6 | -10 | 3 | -9 |
| COc1ccc(NC(=O)CCCn2c(=O)[nH]c3ccccc3c2=O)cc1 | 0.3 | 1 | -1.2 | -4 | 0.5 | 0.0 | 0.2 | -3 | -1 | -8 | 1 |
| CCOC(=O)c1ccc(NC(=O)COc2cc3oc(=O)c(CC(C)O)c(C)c3cc2Cl)cc1 (stereo not drawn) | -0.3 | 1 | -1.2 | 2 | -0.1 | 1.7 | 0.1 | -5 | -11 | 3 | -2 |
| O=C(Nc1cccc(S(=O)(=O)NC2=NCCCCC2)c1)c1cc(-c2ccncc2)nc2ccccc12 | -2.4 | 6 | -0.1 | 1 | 1.2 | 0.0 | -1.9 | 3 | -3 | 1 | -3 |
| O=C(CN1CCN(C(=O)c2ccco2)CC1)Nc1c2c(nc3c1CCC3)CCCC2 | -2.0 | -2 | -1.1 | 0 | -0.8 | 0.3 | 0.6 | -2 | 0 | -4 | 3 |
| CCN(CC)CCCNC(=O)c1oc(=O)c2ccccc2c1-c1ccc(C)cc1 | 1.6 | -3 | -1.6 | 3 | x | 4.0 | 0.7 | -2 | -1 | -1 | -2 |
| CC(C)Oc1ccc(CN2CCC2(C)C(=O)Nc2cnc3ccccc3c2)cc1 (stereo not drawn) | -1.7 | -4 | -1.6 | 0 | x | -3.7 | -1.6 | -1 | -10 | 6 | -5 |
| CN(CCc1ccccn1)C(=O)c1nn2c(C(F)(F)F)cc(-c3ccco3)nc2c1Cl | -0.8 | -2 | -1.5 | 1 | -0.2 | -1.2 | -0.3 | -2 | -77 | 0 | -56 |
| Cc1ccc(C)c(OCc2nc3ccc(S(=O)(=O)Nc4c(C)n(C)n(-c5ccccc5)c4=O)cc3[nH]2)c1 | -0.5 | 1 | -1.4 | -3 | -0.6 | -0.5 | -0.7 | -1 | 0 | -5 | -2 |
| O=C(Nc1nccs1)c1ccc(COc2c(F)c(F)cc(F)c2F)o1 | -0.3 | 10 | -0.9 | -2 | 1.4 | 0.3 | -0.1 | -2 | -13 | 1 | 2 |
| COc1ccc(CCNC(=O)CCCn2nc(C)c([N+](=O)[O-])c2C)cc1OC | -1.2 | -1 | -1.7 | -3 | 2.8 | -0.4 | 0.4 | 0 | -10 | -5 | 1 |
| Cc1cc(NC(=O)c2cc(C(C)C)on2)no1 | 1.6 | -1 | -1.0 | 5 | 2.2 | 6.7 | 1.1 | -2 | 1 | -2 | 2 |
| CS(=O)(=O)N(CC(=O)Nc1ccccc1C(=O)N1CCOCC1)c1ccc(Cl)cc1 | 0.1 | -5 | -1.3 | -1 | 0.0 | -1.5 | 0.0 | -2 | -6 | -2 | 2 |
| Cc1ccccc1-c1nn[nH]n1 | -0.4 | 5 | -1.2 | 0 | 0.3 | 2.3 | -0.8 | -3 | 1 | -5 | 0 |
| Cc1cc(=O)oc2cc(NC(=O)c3cc(F)ccc3F)ccc12 | 0.4 | 5 | -1.2 | 1 | 0.8 | 2.8 | 2.0 | -40 | -30 | 7 | -21 |
| COc1ccc(CN(CC2CCCO2)C(=O)c2cc3ccccc3oc2=O)cc1 (stereo not drawn) | 3.8 | 5 | -0.6 | -3 | -0.8 | -3.1 | -0.1 | -4 | -4 | -1 | 4 |
| CCC(C(=O)NCc1ccccc1)n1c(-c2ccc3c(c2)CCO3)nc2ccccc21 (stereo not drawn) | -1.0 | -7 | -0.9 | 0 | x | -1.6 | -0.1 | -4 | 3 | -2 | 2 |
| CCN1CCN(c2cc3nc(C)n(Cc4ccccc4)c(=O)c3cc2NC(=O)c2ccccc2F)CC1 | -0.7 | 4 | -1.7 | 1 | 0.6 | -2.9 | -0.7 | -9 | -3 | -6 | -5 |
| COC(=O)[C@@H]1N=C(c2ccc(OC)cc2)O[C@]12C(=O)N(Cc1cn(Cc3ccccc3)nn1)c1cccc(Cl)c12 | -3.5 | 10 | -1.3 | -4 | x | 1.8 | -0.8 | 5 | -1 | 3 | 1 |
| CN(C(=O)CSc1nnc(-c2c[nH]c3ccccc23)n1C1CC1)C1CCS(=O)(=O)C1 (stereo not drawn) | 1.7 | -4 | 0.1 | -4 | 1.3 | 0.5 | 0.6 | -1 | -3 | 4 | 2 |
| Cc1cc(C)nc(N2CCC(C(=O)NCc3ccco3)CC2)n1 | -1.4 | 0 | -0.5 | -2 | -0.2 | 4.4 | 0.2 | -9 | 1 | 1 | -2 |
| CC(C(=O)OCC(=O)c1cccc([N+](=O)[O-])c1)N1C(=O)C2C3C=CC(C3)C2C1=O (stereo not drawn) | 1.1 | 2 | -0.5 | -4 | -0.5 | -0.5 | -0.2 | -1 | -3 | -1 | 1 |
| O=C1C(=O)N(Cc2ccncc2)C(c2cccc(O)c2)/C1=C(\O)c1ccc2c(c1)OCCO2 (stereo not drawn) | 0.5 | -4 | -0.9 | 2 | 0.3 | -1.5 | 0.0 | 5 | -6 | 1 | 0 |

4 structures from above, sorted by molar mass, largest number first.
| SMILES | hcDAF12 agonist | MBD2 DNA inh | ssDAF12 agonist | SMARCA2 activ | DAX1 inh-1 | hgDAF-12 ag | DAX1 inh-2 | ADAM17 inh | PLCb3 inh | Rev-erbA mod | PLC-gamma1 inh |
| --- | --- | --- | --- | --- | --- | --- | --- | --- | --- | --- | --- |
| COC(=O)[C@@H]1N=C(c2ccc(OC)cc2)O[C@]12C(=O)N(Cc1cn(Cc3ccccc3)nn1)c1cccc(Cl)c12 | -3.5 | 10 | -1.3 | -4 | x | 1.8 | -0.8 | 5 | -1 | 3 | 1 |
| CCOC(=O)c1ccc(NC(=O)COc2cc3oc(=O)c(CC(C)O)c(C)c3cc2Cl)cc1 (stereo not drawn) | -0.3 | 1 | -1.2 | 2 | -0.1 | 1.7 | 0.1 | -5 | -11 | 3 | -2 |
| O=C(CCNS(=O)(=O)c1ccc(Br)s1)N1CCN(c2ccccc2)CC1 | -1.1 | -1 | -1.2 | 0 | -0.6 | -1.4 | -0.4 | -1 | 6 | 14 | 3 |
| CC(C)Oc1ccc(CN2CCC2(C)C(=O)Nc2cnc3ccccc3c2)cc1 (stereo not drawn) | -1.7 | -4 | -1.6 | 0 | x | -3.7 | -1.6 | -1 | -10 | 6 | -5 |

Bioassay records from PubChem BioAssay.
